Screening data: PubChem BioAssay, National Center for Advancing Translational Sciences (NCATS)
Lamin A splicing: changes lamin A minigene splicing in HeLa cells. HeLa LMNA splicing GFP/RFP minigene ratio, 48 h. Potency, µM (series often up to 46.1 µM), inactives show at the highest dose ratio change, negative = inhibition, most hits filed as inhibitors. 200,000 tested, 0.01% active; active = well fitted inhibition curve with a large enough effect in the signal ratio, with a control signal flat, not every such curve was filed as active; inconclusive = small, poorly fitted or top-dose-only effect, or effect the other way, or a change in a side signal; the % refers to the signal ratio
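S3 HeLa stable clones carrying a lamin A-EGFP splicing minigene plus DsRed2 were seeded at 600 cells/well in Opti-MEM with 2% FBS, pin-dosed and incubated 48 h at 37°C. Acumen cytometry (488 nm) gave the GFP/RFP total-intensity ratio.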
Tau ThT inhib: blocks human tau fibril formation measured by thioflavin T; recombinant tau K18 P301L (four-repeat tau fragment), heparin-induced fibrillization, ThT fluorescence; Potency, µM (titrated, usually from 57.4 µM), inactives show at the top dose activity, negative = inhibition, usual class: inhibitors; 270,000 tested, 2.1% active; AID 1460; active = well fitted inhibition curve with a large enough effect; inconclusive = small, poorly fitted or top-dose-only effect; also: nearly all actives have a fitted effect of over 55% in size
Target sequence (P10636 561-689 P618L limits assumed): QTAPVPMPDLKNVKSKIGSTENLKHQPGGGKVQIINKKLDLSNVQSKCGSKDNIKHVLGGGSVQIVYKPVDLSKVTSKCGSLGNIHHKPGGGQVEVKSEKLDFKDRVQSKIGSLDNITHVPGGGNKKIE
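K18 P301L tau (15 uM + 0.24 uM Alexa 594-tagged), heparin 20 uM, NaOAc pH 7, 6 h 37 C; ThT 30 uM, 1 h RT, ex 450/em 510 nm.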
Starred values were filed as active, the others as inactive; ? = inconclusive; [ ] = another dose, or the depositor's remark. % is scaled to controls: 0 for no effect and ±100 for the full control effect; potency is read from the fitted curve at half-maximal effect. Only part of the results is shown; the hit share may differ from the screen's.

SMILES	Lamin A splicing	Tau ThT inhib
Cc1cccc(-c2nn3c(=O)cc(CN4CCN(C(=O)/C=C/c5ccccc5)CC4)nc3s2)c1	-10.9%[46 µM]	?
Cc1ccc(S(=O)(=O)NCC2CCC(C(=O)NCc3ccc(F)cc3)CC2)cc1 (stereo not drawn)	-2.8%[46 µM]	0.1%
CCC(C)NC(=O)C1CCN(S(=O)(=O)c2ccc3c(ccn3CC)c2)CC1 (stereo not drawn)	-10.4%[46 µM]	7.6%
CCOC(=O)C1CCCN(C(=O)Cn2ncc3c([nH]c4ccccc43)c2=O)C1 (stereo not drawn)	-0.9%[46 µM]	-0.6%
CC(C)(C)OC(=O)N1CCC(c2c(C(=O)NCc3ccc4c(c3)OCO4)cnn2-c2ccccc2Cl)CC1	-7.5%[46 µM]	-13.3%
Cc1ccc(N2CCN(C(=O)c3nn(C)c4c3CS(=O)(=O)c3ccccc3-4)CC2C)cc1 (stereo not drawn)	0.9%[46 µM]	-7.6%
CN(C)c1ccc(CNC(=O)CN2CCSc3ccc(S(=O)(=O)N(C)C)cc32)cc1	-11.5%[46 µM]	-6.3%
CC(C)Oc1ccc(CNC(=O)CCn2c(=O)c3cccn3c3ccc(F)cc32)cc1	?	-14.0%
Cc1nn(-c2ccc(N3CCOCC3)nn2)c(C)c1CCC(=O)NCc1ccc(OC(C)C)cc1	-0.6%[46 µM]	-5.7%
O=C(Cn1c(-c2cccs2)cc2cc(Cl)ccc21)N1CCN(c2ccccc2)CC1	1.0%[46 µM]	3.8%
Cc1oc2ncn(CC(C)C)c(=O)c2c1C(=O)NC(C)c1ccccc1 (stereo not drawn)	-7.7%[46 µM]	-14.6%
COc1ccccc1Nc1ncc2c(n1)CCN(Cc1cc(F)cc(F)c1)C2	?	-8.8%
COc1ccc(C(=O)CSc2nc(C)cc(C)c2C(=O)Nc2ccccc2C)cc1	-19.2%[46 µM]	-14.3%
CCCn1c2ccccc2c2cnn(CC(=O)NCCCOC(C)C)c(=O)c21	-4.9%[46 µM]	-9.3%
CSc1nc(Nc2ccc(C)cc2)c(C#N)c(-c2ccccc2)n1	?	0.0%
CC(NC(=O)C1=Cc2ccccc2OC1)c1ccccc1 (stereo not drawn)	-7.4%[46 µM]	3.2%
CC(C)Oc1ccc(CNC(=O)C2CCN(C(=O)N3CCOc4ccc(Cl)cc43)CC2)cc1	?	?
CCn1c(=O)n(CC)c2cc(N3CCCCC3)c(NC(=O)Nc3cc(Cl)ccc3OC)cc21	2.7%[46 µM]	-11.6%
COc1ccc(S(=O)(=O)Nc2cccc(-c3ccc(N4CCC(C)CC4)nn3)c2)cc1OC	-2.8%[46 µM]	-0.4%
COc1cc(C(=O)NCCc2sc(-c3ccc(C)cc3)nc2C)cc(OC)c1OC	?	?
O=C(COCc1cc(-c2cccs2)on1)N1CCN(c2ccc(F)cc2)CC1	-5.1%[46 µM]	?
Cc1ccc(NC(=O)CCC(=O)N2Cc3ccccc3Oc3ncccc32)cc1	11.4%[46 µM]	1.5%
Cc1nc2ccccc2n1CCc1nc2c3ccccc3nc(SCC(=O)Nc3ccc(C(C)C)cc3)n2n1	?	0.2%
COc1ccc(C)cc1NC(=O)Nc1cccc(OCc2cc(=O)n3ccc(C)cc3n2)c1	?	-12.1%
COc1ccc(N2C(=O)CSC23C(=O)N(CC(=O)NC2CCCCC2)c2ccccc23)cc1 (stereo not drawn)	3.0%[46 µM]	2.0%
COCCNC(=O)C(=O)NCC(c1cccnc1)N1CCN(c2ccccc2F)CC1 (stereo not drawn)	-1.3%[46 µM]	2.6%
Cc1ccc(-n2nc(C)c3nc(CCC(=O)Nc4cccc(F)c4)c(=O)n(C)c32)cc1	-9.8%[46 µM]	15.5%
CCC(CC)C(=O)Nc1cc(-c2nc3cccnc3s2)ccc1C	-10.2%[46 µM]	-4.5%
COc1ccc(N(Cc2cccs2)C(=O)COc2cccc(C)c2C)cc1	?	-8.8%
COc1ccc(NC(=O)CSc2nc3nc(C)c(Cc4ccccc4)c(C)n3n2)cc1OC	-8.2%[46 µM]	-9.0%
Cc1ccc(CNC(=O)c2ccc3c(c2)nc(C)n3-c2cccc(F)c2)cc1	?	-4.7%
COc1ccc(NC(=O)c2cc(-c3ccc(F)cc3)no2)cc1OC	4.9%[46 µM]	0.9%
CCN1CCN(C(=O)c2ccc3c(c2)N(Cc2cccc(Cl)c2)C(=O)c2ccccc2S3(=O)=O)CC1	-11.0%[46 µM]	-5.8%
CCN(CC)CCNC(=O)C(=O)NCC(c1cccnc1)N1CCN(c2ccc(F)cc2)CC1 (stereo not drawn)	18.3%[46 µM]	-15.8%
O=C(NC1CCCCC1)c1ccc2c(c1)N(Cc1cccc(F)c1)C(=O)c1ccccc1S2	1.5%[46 µM]	-9.3%
O=C(Cn1cnc2nc3c(cc2c1=O)CCCC3)N1CCN(c2ccccc2)CC1	3.2%[46 µM]	0.6%
CC(=O)C1=C(OC(=O)C(C)C)c2ccccc2S(=O)(=O)N1Cc1ccccc1	-19.3%[46 µM]	?
CC(=O)Nc1c(C)nn(-c2ccccc2)c1N1CCC(C(=O)NCc2cccc(F)c2)CC1	1.1%[46 µM]	0.4%
COc1ccc(NC(=O)c2c(NCc3cccc(F)c3)sc3c2CCC3)c(OC)c1	?	?
CCc1ccc(S(=O)(=O)Nc2ccc3[nH]c(=O)sc3c2)cc1	0.3%[46 µM]	6.1%

Sorted by count of non-hydrogen atoms (smallest number first): 6 of the compounds above.
SMILES	Lamin A splicing	Tau ThT inhib
O=C(COCc1cc(-c2cccs2)on1)N1CCN(c2ccc(F)cc2)CC1	-5.1%[46 µM]	?
Cc1ccc(NC(=O)CCC(=O)N2Cc3ccccc3Oc3ncccc32)cc1	11.4%[46 µM]	1.5%
COc1ccc(NC(=O)c2c(NCc3cccc(F)c3)sc3c2CCC3)c(OC)c1	?	?
Cc1ccc(-n2nc(C)c3nc(CCC(=O)Nc4cccc(F)c4)c(=O)n(C)c32)cc1	-9.8%[46 µM]	15.5%
O=C(NC1CCCCC1)c1ccc2c(c1)N(Cc1cccc(F)c1)C(=O)c1ccccc1S2	1.5%[46 µM]	-9.3%
Cc1nc2ccccc2n1CCc1nc2c3ccccc3nc(SCC(=O)Nc3ccc(C(C)C)cc3)n2n1	?	0.2%

The list continues:
SMILES	Lamin A splicing	Tau ThT inhib
CCN(CC)c1ccc2cc(-c3nnc(Nc4ccc(C)cc4)s3)c(=O)oc2c1	?	?
COc1ccc2c(c1)CC(C(=O)N1CCC(C(N)=O)CC1)CO2 (stereo not drawn)	7.6%[46 µM]	4.8%
O=C(CC1N=C2c3ccccc3N=C(SCc3ccc(F)cc3)N2C1=O)NCCc1ccccc1 (stereo not drawn)	-7.8%[46 µM]	?
Cc1ccc(-c2nc(C(=O)N3CCN(c4ccccc4)CC3)c3n2CCCCC3)cc1	10.4%[46 µM]	?
CC(C)c1nn2c(=O)cc(COC(=O)c3ccccc3NC(=O)C3CCCCC3)nc2s1	-8.2%[46 µM]	1.4%
CCOCCn1ccc2c(OCC(=O)Nc3cc(C(F)(F)F)ccc3Cl)cccc2c1=O	-6.9%[46 µM]	7.6%
COC(=O)C(C)Sc1nnc2cc(C)c3cc(C)cc(C)c3n12 (stereo not drawn)	4.8%[46 µM]	-11.3%
Cc1ccc(CNc2ncnc3c2cnn3-c2ccc(Cl)cc2)cc1	?	2.7%
COc1ccc(-c2cn3nc(N4CCCC(C(=O)NCCCOC(C)C)C4)sc3n2)cc1 (stereo not drawn)	1.0%[46 µM]	?
Cc1cccc(N2CCN(C(=O)c3cnc4c(C)cccn4c3=O)CC2C)c1 (stereo not drawn)	?	2.7%
CC(=O)c1cccc(NS(=O)(=O)c2c(C(=O)N3CCCCCC3)c(C)n(C)c2C)c1	-2.9%[46 µM]	1.0%
Cc1ccc(NC(=O)CN2C(=O)c3cccnc3Oc3ccc(Cl)cc32)cc1	7.0%[46 µM]	-14.9%
CCC1CCCCN1C(=O)CSc1n[nH]c(-c2ccccc2)n1 (stereo not drawn)	-2.2%[46 µM]	-0.3%
CC(=O)c1ccc(NC(=O)C2Cc3ccccc3N2C(=O)c2ccccc2)cc1 (stereo not drawn)	-6.6%[46 µM]	2.3%
CCOC(=O)C1CCN(C(=O)CSc2n[nH]c(-c3ccc(OC)cc3)n2)CC1	13.4%[46 µM]	-8.8%
COc1cccc(NC(=O)Cn2cnc3c(nc4n3CCCCC4)c2=O)c1	2.6%[46 µM]	0.1%
Cc1cc(OC(=O)c2cc(-c3ccc4c(c3)OCCO4)on2)ccc1Cl	20.2%[46 µM]	?
CCN(CC)S(=O)(=O)c1ccc(C(=O)NC2CC(=O)N(c3ccc(OC)c(OC)c3)C2)cc1 (stereo not drawn)	?	-14.0%
Cc1ccccc1Cn1c(=O)n(CC2CCC(C(=O)N3CCC(C)CC3)CC2)c(=O)c2sccc21 (stereo not drawn)	-22.3%[46 µM]	-14.3%
O=C(CSc1nc(-c2ccccc2)cn1-c1ccccc1F)Nc1ccc(F)cc1	-6.6%[46 µM]	-6.5%
COc1ccc(CC(=O)NCc2ccc3c(c2)CCN3C(=O)c2ccc(Cl)cc2)cc1OC	?	-12.7%
O=C1COc2cc(S(=O)(=O)CCC(=O)N3CCN(c4ccccc4)CC3)c(Cl)cc2N1	?	?
CCOC(=O)c1cnn2c(C(F)(F)F)cc(-c3ccc(Br)cc3)nc12	0.9%[46 µM]	?
CCc1nn2c(=O)cc(COC(=O)c3ccc(NC(=O)CCc4ccccc4)cc3)nc2s1	6.5%[46 µM]	5.9%
COCCNC(=O)CSc1nnc(-c2ccc(OC)c(OC)c2)c(-c2ccc(OC)c(OC)c2)n1	-21.4%[46 µM]	-2.6%
COc1ccc(CCNC(=O)C(=O)NCC(c2ccco2)S(=O)(=O)c2ccc(C)cc2)cc1 (stereo not drawn)	26.3%[46 µM]	4.8%
COc1ccc(OC)c(NC(=O)c2cnc(N3CCCC3)nc2C)c1	-6.4%[46 µM]	?
CCOC(=O)c1c(C)[nH]c(CCC(=O)Nc2cc(C)ccc2OC)c1C	-15.2%[46 µM]	-15.7%
CCCC(=O)Nc1ccccc1OCc1cc(=O)n2cc(C)ccc2n1	4.6%[46 µM]	13.1%
CCOc1ccc(CNC(=O)c2cnc(SC)nc2CC)cc1	3.0%[46 µM]	-3.1%
CCOC(=O)c1ccccc1NC(=O)N1CCC(CN2CCCCC2)CC1	-7.0%[46 µM]	-10.3%
Cc1cccc(NC(=O)c2sc3nc(-c4cc5ccc(O)cc5oc4=O)[nH]c(=O)c3c2C)c1	14.7%[46 µM]	2.6%
COc1ccc(CCC(=O)NC2CC(=O)N(c3ccc(C)cc3)C2)cc1 (stereo not drawn)	-24.2%[46 µM]	-4.5%
COc1ccc(NS(=O)(=O)c2ccc3[nH]c(=O)ccc3c2)cc1OC	?	?
COc1ccc(C)cc1NC(=O)CN1C(=O)COc2ccc(S(=O)(=O)NC3CCCC3)cc21	-1.2%[46 µM]	6.0%
COc1cc2nc(NC(=O)c3ccc(S(=O)(=O)N4CCCC4)cc3)sc2cc1OC	-0.5%[46 µM]	0.2%
CCc1cccc(NC(=O)Cn2nc(-c3ccc(OC)cc3)ccc2=O)c1	-19.0%[46 µM]	9.8%
O=C(Nc1nc2ccc(Cl)cc2s1)c1ccc(S(=O)(=O)N2CCCC2)cc1	9.1%[46 µM]	-3.7%
CCN(C(=O)Cn1cnc2onc(-c3ccc(F)cc3)c2c1=O)c1cc(C)ccc1C	?	6.6%
Cn1ccc2c(OCC(=O)NCc3ccc(F)cc3)cccc2c1=O	2.6%[46 µM]	-0.3%
Cc1cccc(C(=O)Nc2ccc(-c3nc4ncccc4o3)cc2C)c1	-20.5%[46 µM]	?
Cc1ccc2ccc3cc(C(=O)Nc4ccc(C)c(F)c4)nc3c2[nH]1	?	?
COCCn1c(CNC(=O)c2cccc(N(C)C)c2)nc2cccnc21	-18.5%[46 µM]	-1.7%
CCOC(=O)c1c(S(=O)(=O)N2CCCC(C(=O)Nc3cccc(Cl)c3)C2)c(C)n(C)c1C (stereo not drawn)	?	12.0%
COc1ccc(NC(=O)CN2C(=O)COc3ccc(S(=O)(=O)N4CCCCCC4)cc32)cc1	?	0.5%
Cc1ccc(NC(=O)CN2CCN(C3CCCCC3)C(=O)C2=O)cc1C	4.3%[46 µM]	3.5%
CC(C)c1nn2c(=O)cc(COC(=O)c3cccc(NC(=O)CCc4ccccc4)c3)nc2s1	8.5%[46 µM]	?
O=C(CSc1nc(=O)n(Cc2ccccn2)c2c1CCC2)Nc1cccc(Cl)c1	-14.4%[46 µM]	-4.1%
NC(=O)C1CCN(S(=O)(=O)c2cc3c(cc2Cl)NC(=O)CO3)CC1	5.8%[46 µM]	-12.0%
CCOc1ccc(NC(=O)NCc2ccc3c(c2)CCN3C(C)=O)cc1	4.3%[46 µM]	?
